# ssDAF-12 act = S. stercoralis DAF-12 nuclear receptor activators, primary screen, cell-based, luminescence, HEK293, GRIP1 co-expression, lit1-tk-luc; activation, % at 6.8 µM; Nuclear hormone receptor DAF-12 (Strongyloides stercoralis); HEK293 ssDAF-12/GRIP1 lit1-tk-luc reporter; % of 3 µM dafachronic acid response; 1% of 370,000 active;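 active means activation above the mean over all tested compounds plus 3 SD, cut at about 0.9% in these data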;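 further: 0% = DMSO-only wells and 100% = 3 µM delta7-dafachronic acid wells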
# hcDAF-12 act = H. contortus DAF-12 nuclear receptor activators, primary screen, cell-based, luminescence, HEK293, lit1-tk-luc reporter | HEK293 hcDAF-12 lit1-tk-luc reporter; 0% DMSO, 100% Δ7-dafachronic acid | activation, % at 6.8 µM | 1.4% of 370,000 active;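 active means activation above the mean of all tested compounds plus 3 SD, cut at about 5.5% in these data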;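 further: 100% = response to 3 µM Δ7-dafachronic acid high control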
# NR1D1 modulator = modulators of Rev-erb alpha DNA binding, primary screen, biochemical, FITC-DNA, fluorescence polarization, uHTS; Nuclear receptor subfamily 1 group D member 1 (Homo sapiens), P20393; Rev-erbα–FITC-DNA binding, 90 min; activity, % at 10 µM; 0.79% of 370,000 active; AID 1259318, 2017;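 active means activity above about 14%, limit read from the data; passing the limit was not always enough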;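 further: 0% = DMSO wells with 35 nM protein and 100% = DMSO wells with 750 nM protein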
# PLC-beta3 inh = human PLC-beta3 inhibitors, primary screen, biochemical, fluorescence; 0.18% of 370,000 active; AID 720704, 2013; 1-phosphatidylinositol 4,5-bisphosphate phosphodiesterase beta-3 (Homo sapiens), Q01970; Purified PLC-beta3, fluorogenic substrate; inhibition, % at 12.2 µM; in the data active means inhibition above about 11%;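 further: 0% = median of compound wells on plate and 100% = full blocker control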
# sPLA2-III inh = human group III sPLA2 inhibitors, primary screen, biochemical, QFRET, BODIPY PC-A2 liposome substrate. inhibition, % at 12.2 µM. Group 3 secretory phospholipase A2 (Homo sapiens), Q9NZ20. 0.56% of 370,000 active. QFRET BODIPY PC-A2 liposome hydrolysis, fluorescence;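 active means inhibition above mean plus 3 SD of compounds lying within the high and low control bounds, cut at about 19% in these data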;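 further: 0% = median of test compound wells and 100% = no enzyme DMSO wells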
# Target sequence (Q9NZ20 whole entry, looked up): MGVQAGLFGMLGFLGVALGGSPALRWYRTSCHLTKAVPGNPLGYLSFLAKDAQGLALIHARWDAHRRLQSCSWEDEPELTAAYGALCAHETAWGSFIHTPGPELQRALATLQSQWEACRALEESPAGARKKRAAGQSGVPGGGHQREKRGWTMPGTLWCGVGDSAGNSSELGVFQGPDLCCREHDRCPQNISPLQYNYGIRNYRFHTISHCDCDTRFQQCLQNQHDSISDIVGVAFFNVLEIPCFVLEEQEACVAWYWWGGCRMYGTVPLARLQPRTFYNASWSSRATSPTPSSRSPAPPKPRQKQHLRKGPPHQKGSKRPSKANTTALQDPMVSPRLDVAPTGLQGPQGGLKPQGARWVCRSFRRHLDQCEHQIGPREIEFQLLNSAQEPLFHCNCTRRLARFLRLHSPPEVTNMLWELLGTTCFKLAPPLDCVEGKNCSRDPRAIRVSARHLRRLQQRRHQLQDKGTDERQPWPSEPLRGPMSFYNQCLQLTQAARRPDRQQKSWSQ
# DAX1 inh-1 = DAX1 (NR0B1) inhibitors on StAR promoter, primary screen, cell-based, luminescence, SF-1 (NR5A1), full-length DAX-1; HEK293T StAR-luciferase reporter, SF-1/DAX-1 repression relief; inhibition, % at 6.8 µM; 1.1% of 370,000 active; AID 652010, 2013;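 active means inhibition above the mean over all tested compounds plus 3 SD, cut at about 3.6% in these data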;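 further: 0% = DAX-1 cells with DMSO and 100% = cells lacking DAX-1 with DMSO; higher inhibition means more luminescence from relief of DAX-1 repression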
# hgDAF-12 ag = H. glycines DAF-12 receptor agonists, primary screen, cell-based, luminescence, HEK293, GAL4 fusion, UAS-luciferase | HEK293 GAL4-hgDAF12 UAS-luciferase reporter, agonist luminescence; normalized to butyrate control | activation, % at 6.8 µM | 1.8% of 370,000 active;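 active means activation above a cutoff set at the mean of all screened compounds plus 3 SD, cut at about 10% in these data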;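 further: 0% = DMSO wells and 100% = sodium butyrate wells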
# GAA850 FXN act = FXN promoter activators, primary screen, cell-based, luciferase luminescence, HEK293 lucGAA850 | activation, % at 6 µM | HEK293 lucGAA850 FXN promoter luciferase reporter, 24 h; percent of 10 µM SAHA response | 0.56% of 360,000 active;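 active means activation above the average of all compounds screened plus 3 SD, cutoff fixed separately per campaign, cut at about 7.5% in these data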;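 further: 0% = DMSO wells and 100% = 10 µM SAHA wells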
# PG9 Ab binder = binders of HIV-1 gp120 antibody PG9, primary screen, biochemical, TR-FRET; HIV-1 gp120 / PG9 antibody interaction; 0.43% of 360,000 active; AID 624416, 2012; inhibition, % at 6.7 µM; TR-FRET gp120-PG9 antibody binding; in the data active means inhibition above about 8.5%
# DAX1 inh-2 = DAX1 (NR0B1) inhibitors, primary screen, cell-based, HEK293, Gal4-DAX1, luciferase luminescence | HEK293 Gal4-DAX1 luciferase reporter | AID 504766, 2011 | inhibition, % at 6.75 µM | Nuclear receptor subfamily 0 group B member 1 (Homo sapiens), P51843 | 0.99% of 340,000 active;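 active means inhibition above the mean over all tested compounds plus 3 SD, cut at about 4.2% in these data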;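 further: 0% = DAX1-transfected cells with DMSO and 100% = empty-vector control cells with DMSO; inhibition shows as a rise in luminescence from relieved DAX1 repression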
# Target sequence (P51843 207-470 limits assumed): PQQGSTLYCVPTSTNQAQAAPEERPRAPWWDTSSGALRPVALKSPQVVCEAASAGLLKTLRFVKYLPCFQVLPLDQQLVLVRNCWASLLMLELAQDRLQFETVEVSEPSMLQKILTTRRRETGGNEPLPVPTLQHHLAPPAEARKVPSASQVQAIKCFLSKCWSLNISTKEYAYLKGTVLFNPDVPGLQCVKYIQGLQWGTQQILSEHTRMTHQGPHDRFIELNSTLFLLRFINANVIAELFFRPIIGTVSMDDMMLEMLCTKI
# SMARCA2 act = SMARCA2 (BRM) function activators, primary screen, cell-based, luminescence, high throughput | MG213 cells, MMTV-luciferase reporter, dexamethasone, overnight | activation, % at 9.1 µM | 1% of 370,000 active | AID 652017, 2013; in the data active means activation above about 7.8%;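 further: 0% = vehicle wells and 100% = reference activator wells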
# An asterisk follows results filed as active; . = not tested or not shown; & = joins results of further samples.
SMILES,ssDAF-12 act,hcDAF-12 act,NR1D1 modulator,PLC-beta3 inh,sPLA2-III inh,DAX1 inh-1,hgDAF-12 ag,GAA850 FXN act,PG9 Ab binder,DAX1 inh-2,SMARCA2 act
N#CC1(NC(=O)CSc2nnc(Cc3ccccc3)o2)CCCCC1,0.0,-0.7,-7,-5,2,0.0,0.3,1.1,-0.1,-0.3,2
Cc1ccc(OCc2nc(-c3ccc(Cl)cc3)n[nH]2)cc1,-1.7,-2.2,2,1,-15,-0.2,0.1,2.0,-2.6,0.3,4
CC(=O)Nc1ccc(NC(=O)C(C)Sc2n[nH]c(=O)n2Cc2ccccc2)cc1 (stereo unspecified),-1.0,2.9,-4,-1,-2,0.0,1.5,-0.5,-0.1,-0.6,2
CCN(CC)C(=O)N1CCN(C)CC1,-1.5,-1.1,6&-6,-2,15,-0.3,-5.6,-0.1,2.6,-0.2,-7
O=S1(=O)c2c(cccc2N2CCSCC2)Oc2ccccc2CN1Cc1cn(Cc2cccc(F)c2)nn1,-0.7,-1.7,-2,-6,-7,-1.7,-0.8,.,.,.,0
O=C1CC(c2cccc([N+](=O)[O-])c2)c2c(ccc3ccccc23)N1 (stereo unspecified),-1.6,-1.9,6,2,-4,-2.5,-1.8,-4.4,-1.7,-2.3,0
Cc1nc2ccc(NC(=O)CS(=O)(=O)c3ccccc3)cc2s1,0.1,0.9,1,-4,-7,6.0*,6.9,2.5,-1.0,0.7,1
Cc1cc(C)n2nc(-c3ccc(F)cc3)nc2n1,0.9,1.9,3,-2,11,1.3,6.4,3.2,1.2,0.2,4
O=C(O)C1Nc2ccc(C(F)(F)F)cc2C2OCCC12 (stereo unspecified),-1.1,-1.6,-7,1,7,-0.3,-1.1,-0.8,0.5,1.5,1
COc1ccc(NC(=O)CNS(=O)(=O)c2cccs2)cc1,-0.3,-0.8,-6,3,1,1.0,1.4,0.4,-1.2,0.4,4
COCOCCn1cc(CN2CCS(=O)(=O)N(Cc3ccc(-c4ccccc4)cc3)C(CC(C)C)C2=O)nn1 (stereo unspecified),-2.1,-1.7,-5,1,-52,-0.6,-7.0,-0.2,-0.8,-1.6,-1
COc1cccc(OC)c1OCCCCCCN1CCN(C)CC1,-0.8,-1.3,3,-1,4,-0.5,2.6,2.5,-2.3,0.2,-3
Cc1cc(OCC(=O)N2CCC(C(=O)O)CC2)c2c(C)c(C)c(=O)oc2c1,-0.9,-0.9,-8,-79,4,-0.4,3.6,1.6,0.9,1.4,1
COc1ccc([C@@H]2[C@@H](C)N(c3ccccc3)c3ccccc3C(=O)N2Cc2ccccc2)cc1,-1.7,-0.2,6,-96,-4,-1.6,-2.8,-1.8,0.8,1.6,-1
CC(=O)N1CCN(Cc2cc(=O)oc3ccc4ccccc4c23)CC1,-0.8,-0.9,12,-2,1,-0.2,2.1,.,-0.7,.,4
CC1CCN(CCCNC(=O)c2cc3c(Cl)nc4ccccc4c3s2)CC1,-1.1,0.8,-2,-2,-2,2.8,1.2,4.2,-0.2,2.6,6
Cc1[nH]n(-c2ccccc2)c(=O)c1N=Nc1nccs1,-0.3,3.1,15,1,-6,-0.1,0.6,1.2,-7.6,-1.9,-2
COc1ccc(-c2nc3c(c4nnc(SC(C)C(=O)Nc5ccc(C)cc5)n24)COC(C)(C)C3)cc1 (stereo unspecified),-1.8,-0.1,1,3,-7,-0.5,3.4,0.0,-3.1,1.1,4
CCOC(=O)C1CCN(C(=O)c2cccc(S(=O)(=O)N(C)C3CCCCC3)c2)CC1,-1.3,-0.2,3,-6,-3,-0.3,3.3,-1.3,1.1,-0.5,-3
CCCOc1c(OC)cccc1C1CC(=O)Nc2cc3c(cc21)OCO3 (stereo unspecified),-1.3,-2.0,1,-5,-3,-0.4,-1.9,-2.1,1.0,-0.3,-1
COC(=O)CS(=O)(=O)c1ccsc1C(=O)Nc1ccc(F)c(F)c1,-0.6,-0.2,0,-2,-22,0.2,-2.9,-0.5,2.8,0.2,-2
COc1ccc(N=C2SC(CC(=O)Nc3ccccc3F)C(=O)N2Cc2ccco2)cc1 (stereo unspecified),-1.9,-1.8,7,2,-22,-0.4,-1.6,-1.4,-1.8,0.0,1
O=C1C2=C(SCCS2)C(=O)N1CCCO,-1.3,-0.4,-3,0,-4,-0.3,1.7,-1.1,-1.2,0.0,-1
Cc1ccccc1S(=O)(=O)NC(=O)C1(C)CCN1C(=O)C/C=C/c1ccccc1 (stereo unspecified),0.5,0.4,6,-5,-8,1.7,0.1,0.7,-1.2,.,-1
Cc1c(NC(=O)C(C)OC(=O)c2cccc(S(=O)(=O)N(C)C)c2)c(=O)n(-c2ccccc2)n1C (stereo unspecified),-1.7,0.7,4,2,11,0.6,-1.3,1.7,-0.3,-0.2,6
Cc1ccc(C(=O)N2CCN(c3cccc(Cl)c3)CC2)cc1C,-1.3,-0.8,0,-1,-2,-0.3,-0.9,-1.2,0.5,-1.6,0
O=c1[nH]c(SCc2ccccc2)nc2c1cnn2-c1ccc(F)cc1,-1.4,1.9,-3,-1,0,0.0,-0.7,-0.7,-0.7,0.5,-2
COc1ccc(NC(=O)Cn2nnc(C(=O)Nc3ccccc3C)c2N)cc1,-1.3,-0.3,5,-13,-4,-1.8,2.2,0.3,-1.8,-1.6,-1
CCc1cccc(N(CC(=O)NC2CCCCC2)C(=O)c2csnn2)c1,-1.3,-1.1,0,-6,0,0.1,0.9,1.0,-0.7,-0.9,-2
CCN1CNC(=S)N(C(C)c2ccccc2)C1 (stereo unspecified),-1.1,-1.1,2,2,7,0.3,1.1,0.0,0.3,-1.3,-1
O=C(Cn1c(CO)nc2ccccc21)NCCc1ccccc1,-1.0,-1.6,0,2,6,-0.9,-2.7,-0.4,-0.7,-0.6,-1
CC12CCC(=O)C=C1CCC1C3CC(O)C(O)(C(=O)CO)C3(C)CC(O)C12F (stereo unspecified),-1.5,-1.0,-6,3,3,0.5,-3.1,2.4,1.2,1.6,3
N#CC1=C(N)NC(SCC(=O)Nc2ccccc2)=C(C#N)C12CCCCC2,-1.1,-0.9,-1,3,-18,-0.3,0.6,4.2,-2.3,-1.5,0
CC1CN(C(=O)COc2ccc3ccccc3c2)CC(C)O1 (stereo unspecified),-0.9,1.9,-4,1,5,-0.4,-0.7,-1.9,1.6,1.9,2
O=C(CSc1n[nH]c(=O)[nH]c1=O)N/N=C/C=C/c1ccccc1,-0.5,0.8,-5,0,10,-0.1,-0.5,0.6,-1.4,0.0,-4
Nc1[nH]c(C(=O)c2ccccc2)c(-c2c(F)cccc2F)c1C(=O)c1ccc(Cl)c(Cl)c1,-0.7,1.1,-4,-3,-1,0.9,3.3,.,-2.0,.,-4
Cc1ccc(C(=O)c2ccccc2C(=O)OCC(=O)N2CC(C)CC(C)C2)cc1 (stereo unspecified),-1.5,1.6,0,0,-5,-1.6,-1.5,-0.1,-1.9,-0.8,2
O=C(NCCO)c1ccc2c3n(nc2c1)-c1ccccc1CO3,0.2,5.5,-3,-170,7,2.9,7.7,2.8,-2.1,-0.1,6
COc1cccc(-c2cnc3c(NC=O)cc(-c4ccc(N(C)C)cc4)cn23)c1,-1.3,-0.1,-1,-326,13,-1.5,2.7,-1.9,1.2,.,-2
COc1ccc(NC(=O)COC(=O)CC23CC4CC(CC(C4)C2)C3)c([N+](=O)[O-])c1,-1.2,0.9,1,-1,17,0.1,1.7,3.0,0.0,0.9,2
CCCc1cc(C(=O)Nc2cccc(-c3nn[nH]n3)c2)sc1C,-1.0,0.1,-4,-11,-22,-1.6,6.6,-1.1,-0.1,2.6,1
COc1ccccc1/C=C/C(=O)c1cc(Br)ccc1OC(=O)c1ccco1,-0.5,1.3,-4,-26,-6,-1.1,-1.2,-0.7,-0.7,-0.8,0
COc1ccc(NC(=O)CN(C)CC(=O)NCC2CCCCC2)cc1,-1.1,0.3,0,-3,3,0.4,-1.4,-0.8,2.3,0.4,0
Cc1ccc(C(=O)COC(=O)c2cccc(NC(=O)c3ccc([N+](=O)[O-])cc3[N+](=O)[O-])c2)cc1,0.0,4.8,-3,4,-17,1.1,6.6,5.8,-1.2,-0.8,2
Cc1cccc(-n2ccnc2SCC(=O)Nc2cc(C)on2)c1,-1.2,-1.4,1,-2,12,-0.5,1.2,-0.5,0.9,1.7,1
Cc1cc(C)c2c(n1)sc1c(=O)n(Cc3ccccc3Cl)nnc12,-1.1,-0.5,-3,3,0,-0.2,0.1,0.1,0.9,0.1,-1
COc1ccc(-c2ccc(/C=N/NC(=O)c3cccnc3)o2)c([N+](=O)[O-])c1,-1.1,-2.4,-28,-17,11,-0.3,2.0,-0.3,-5.0,-1.5,-3
Cc1csc(SCC(=O)NCc2cccs2)n1,-1.1,-0.8,2,-2,0,0.1,1.4,1.9,-1.7,-1.0,-3
CC(O)(CS(=O)(=O)Cc1ccccc1)c1ccc(Cl)cc1 (stereo unspecified),-1.2,-1.9,-5,-1,0,-0.2,-0.9,-0.1,1.4,1.2,0
COC(=O)C1CN(C(=O)C(C)Oc2cc(C)ccc2C(C)C)c2ccccc2O1 (stereo unspecified),-0.9,-1.9,-6,-4,3,0.3,1.2,2.9,-1.7,0.8,-1
Cc1cc(C)n(-c2ccc(C(=O)OCC(=O)NCc3ccc(Cl)cc3)cc2)n1,-1.6,-0.4,-2,3,-4,0.2,3.3,1.4,1.8,2.0,-1
CN1CCN(C(=O)c2cc(=O)c3cc(Cl)cc(Cl)c3o2)CC1,2.0*,1.4,-1,-5,0,0.2,0.7,1.0,-1.2,0.1,-1
O=C(OCC(=O)N1CCN(C(=O)COC(=O)c2ccncc2)CC1)c1ccncc1,-0.8,-2.4,2,-6,-5,-0.6,0.7,-0.8,-0.1,3.7,-1
O=S(=O)(c1ccc(NC(=S)NCc2ccc(F)cc2)cc1)N1CCOCC1,-1.5,-0.4,-4,-5,-38,-3.4,1.8,1.5,-3.5,-0.5,-2
O=C(NC(=S)Nc1cccnc1Cl)c1ccco1,-0.6,2.2,-2,-10,6,2.1,8.3,7.8*,0.0,2.1,2
